Source: PubChem
SW480 rereplic: inducers of DNA re-replication in SW480 colon cancer cells; SW480 DNA re-replication, Hoechst DNA content imaging, 48 h; Potency, µM (series often up to 46.1 µM), for the others: top-dose re-replication activation, most hits filed as activators; actives 1.8% (n = 340,000); AID 624297; note: potency is the fitted concentration of half-maximal effect; % of control where 0% means no effect; nearly all actives have a fitted effect of over 55% in size
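Readout is total intensity of Hoechst-stained nuclei, excited at 405 nm and collected at 500-530 nm. Compound treatment lasted 48 hr at 37 C in 5% CO2 before staining.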
KB-V1 MDR tox: kills drug-selected multidrug resistant KB-V1 cells | KB-V1 MDR cells viability, CellTiter-Glo, 72 h | actives 3.4% (n = 400,000) | Potency, µM (highest dose often 46.1 µM), for inactives: top-dose activity change, negative = cytotoxicity, usual class: cytotoxic | AID 1347076; note: potency is the fitted concentration of half-maximal effect; % is set by controls: 0 for no effect and ±100 for the full control effect; nearly all actives have a fitted effect of over 60% in size
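Drug-selected KB-V1 cells, grown in DMEM lacking phenol red with 10% FBS, receive compound titrations; after three days at 37 degrees C, surviving cell ATP is quantified by CellTiter-Glo luminescence and responses normalized and curve-fitted.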
MCF10A rereplic: inducers of DNA re-replication in MCF 10A breast cells. Potency, µM (titrated, usually from 46.1 µM), inactives show at the top dose activity, positive = re-replication, actives largely listed as activators. AID 624296. actives 2.9% (n = 350,000). MCF 10A DNA re-replication, Hoechst nuclear intensity, 48 h; note: potency is the fitted concentration of half-maximal effect; % of control where 0% means no effect; nearly all actives have a fitted effect of over 50% in size
IL1B secr inh: inflammasome signaling inhibition, IL-1 beta readout. THP-1 LPS/ATP IL-1B secretion, AlphaLISA, 16 h; stronger effect = lower value. activity change, % at 57.5 µM. actives 4.7% (n = 360,000). AID 743279; in the data active = activity change below about -50%; inconclusive = mostly about -30% to -49%; note: % is set by controls: 0 for no effect and ±100 for the full control effect
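Secreted IL-1B measured by AlphaLISA bead assay after 16 h compound exposure of THP-1 cells; compounds (final up to 57.5 uM) added 1 h before LPS (250 ng/mL) and ATP (1.25 mM) stimulation; lower signal means less secretion.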
HT1080 IDH1KD tx: kills HT-1080 cells with IDH1 knockdown. HT-1080 IDH1 knockdown viability, ATP luminescence, 48 h. Potency, µM (top dose mostly 46.1 µM), without a hit: top-dose activity, negative = toxicity, usual class: cytotoxic. actives 2% (n = 360,000). AID 686971;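 note: potency is the fitted concentration of half-maximal effect; 0% = DMSO wells and -100% = cell-free medium wells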
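After a 2 h attachment period, IDH1KD HT-1080 cells took pin-transferred compound for 48 h at 37 °C; ATP-based luminescence after 10 min room-temperature reagent incubation reported viability.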
KB-3-1 tox: kills parental KB-3-1 adenocarcinoma cells; KB-3-1 viability, CellTiter-Glo ATP luminescence, 72 h; actives 1.4% (n = 400,000); Potency, µM (titrated, usually from 46.1 µM), for the others: top-dose activity change, negative = cytotoxic, actives largely listed as cytotoxic; note: potency is the fitted concentration of half-maximal effect; % is set by controls: 0 for no effect and ±100 for the full control effect; nearly all actives have a fitted effect of over 60% in size
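KB-3-1 cells, DMEM (no phenol red) + 10% FBS; compound by pin transfer, 72 h, 37 °C. Readout: CellTiter-Glo luminescence after 10 min. Data normalized, curve-fitted.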
GLP1R cytotox: cytotoxic in the GLP-1 receptor inverse agonist counter-screen; actives 0.13% (n = 410,000); Potency, µM (top dose mostly 38.3 µM), for the others: top-dose activity change, negative = inhibition, usual class: inhibitors; HEK293 cAMP-luciferase reporter cells, luminescence, 24 h; AID 624418;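 note: loss of luciferase light is scored as toxicity; potency is the fitted concentration of half-maximal effect; % is set by controls: 0 for no effect and ±100 for the full control effect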
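Luminescence readout: signal drop marks cytotoxicity. Plated cells grew 12 h at 37 °C, 5% CO2, received 23 nL compound for 24 h, then got luciferase reagent, read after 12 min at RT.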
HT1080-NT tox: kills 2HG-producing HT-1080-NT fibrosarcoma cells; HT-1080-NT fibrosarcoma viability, CellTiter-Glo ATP luminescence, 48 h; Potency, µM (doses to about 46.1 µM), for inactives: top-dose activity, negative = less viability, most hits filed as cytotoxic; actives 1.6% (n = 360,000);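 note: NT is the 2HG producing partner of a matched IDH1 knockdown line; potency is the fitted concentration of half-maximal effect; 0% = DMSO-treated cells and -100% = media-only wells without cells; nearly all actives have a fitted effect of over 55% in size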
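HT-1080-NT fibrosarcoma cells (2HG-overproducing), 750 cells/well in RPMI with 5% FBS, dosed after 2 h and incubated 48 h at 37C. CellTiter-Glo luminescence normalized to DMSO and no-cell wells; concentration-response curves fitted and classed.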
D3 ag: agonists of human D3 dopamine receptor | P35462 | D3R DiscoveRx beta-arrestin cells, luminescence, 90 min | max activation, % | actives 0.58% (n = 410,000) | AID 652048; in the data active = max activation above about 30%; note: 0% is about no effect; mostly tested at two doses, the higher about 12 µM
Target sequence (P35462 whole entry, looked up): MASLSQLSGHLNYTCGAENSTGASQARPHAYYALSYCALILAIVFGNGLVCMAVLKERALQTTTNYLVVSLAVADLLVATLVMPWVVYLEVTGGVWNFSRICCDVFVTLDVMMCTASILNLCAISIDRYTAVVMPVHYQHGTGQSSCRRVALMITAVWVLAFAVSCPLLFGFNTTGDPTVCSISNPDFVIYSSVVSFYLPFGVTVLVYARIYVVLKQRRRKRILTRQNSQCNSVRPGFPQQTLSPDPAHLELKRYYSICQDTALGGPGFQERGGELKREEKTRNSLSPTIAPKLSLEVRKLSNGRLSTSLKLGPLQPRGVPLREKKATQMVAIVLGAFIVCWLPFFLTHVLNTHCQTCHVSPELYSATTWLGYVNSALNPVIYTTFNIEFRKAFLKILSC
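Cells at 1500/well, incubated overnight, then treated with pinned compounds (dopamine as control) for 90 min at 37 degrees C. DiscoveRx reagent added for 30 - 60 minutes at room temperature; luminescence read.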
The depositor's hits bear a star; i = inactive; ? = inconclusive; · = not tested or not shown; [ ] = remark or other dose. Unless noted, calls come from the whole dose curve; as a rule, active = well fitted curve in the direction sought with a large enough effect; inconclusive = small, poorly fitted or top-dose-only effect, or another doubt; inactive = no such curve, though single readings can be large; an effect the other way counts as inactive or inconclusive.

SMILES	SW480 rereplic	KB-V1 MDR tox	MCF10A rereplic	IL1B secr inh	HT1080 IDH1KD tx	KB-3-1 tox	GLP1R cytotox	HT1080-NT tox	D3 ag
O=C(Nc1ccc(-n2cc(Cl)cn2)cc1)c1ccncc1	6%	2%	3%	38	6%	-1%	2%	-2%	-2
COc1ccc(/C=C\c2nc(=O)c3ccccc3o2)cc1	4%	11%	-10%	-4	-2%	14%	-1%	-1%	4
COc1ccc(CC(=O)Nc2ccc(C(=O)NCC(C)C)cc2)cc1	-3%	0%	8%	2	11%	-2%	26%	2%	-1
COc1ccc(C)cc1N(CC(=O)N1CCCCCC1)S(=O)(=O)c1ccccc1	-4%	?	-2%	10	5%	2%	-14%	5%	3
Cc1ccc(Nc2nc3c(S(=O)(=O)c4ccccc4)nnn3c3ccsc23)c(C)c1	·	8%	·	·	·	-6%	2%	·	-6
Cc1cccc(C(C)C)c1NC(=O)COC(=O)c1cccc(S(=O)(=O)N2CCc3ccccc3C2)c1	-7%	-3%	13%	9	-10%	-1%	-11%	?	7
COc1ccccc1CNC(=O)C(C)n1cccc1C(=O)c1ccccc1 (stereo not given)	-21%	-5%	13%	0	-9%	?	4%	-1%	-13
CSc1ncccc1C(=O)N(C)CC(=O)Nc1cccc(F)c1	-1%	-6%	1%	20	-1%	-6%	-14%	29%	-11
COc1cc(C)ccc1OCCOCCOc1cccc2ccc(C)nc12	0%	-40%	-25%	27	?	15%	-15%	-13%	10
O=C(Cn1cc(S(=O)(=O)Cc2ccccc2)c2ccccc21)N1CCOCC1	-3%	-1%	1%	1	7%	7%	17%	-1%	0
O=C(Nc1ccc(NC(=O)c2cccs2)cc1)c1ccc(Cl)cc1	·	6%	·	·	·	-6%	-1%	·	0
CCN1C(=O)N[C@H](c2ccc(Br)cc2)C(C(=O)OC)=C1C	-3%	-14%	11%	7	3%	14%	-5%	-7%	6
COc1ccc(NC(=O)CS(=O)c2ccccc2Cl)cc1 (stereo not given)	22%	7%	-1%	8	?	16%	-3%	11%	-13
CN(C(=O)CSc1nc2sc3c(c2c(=O)n1C)CCC3)C1CCS(=O)(=O)C1 (stereo not given)	4%	0%	-1%	66	-19%	-6%	1%	-11%	-10
COc1ccc(N(C(=O)c2snc(C(N)=O)c2N)C(C(=O)NC2CCCC2)c2ccco2)cc1 (stereo not given)	20%	0%	?	-15	-9%	-14%	-12%	-4%	4
COc1ccc(-n2c(SC)nc3sc4c(c3c2=O)CCN(C(C)=O)C4)cc1	·	-6%	·	·	·	-5%	2%	·	0
O=C(COC(=O)c1cnccn1)NC1CCCc2ccccc21 (stereo not given)	-12%	-2%	-7%	4	1%	4%	-7%	9%	9
CCOC(=O)/C(C(=Nc1ccccc1)Nc1ccccc1)=C(\C)O	2%	-2%	7%	35	-1%	1%	13%	0%	3
CCc1nc2c(OCc3ccccc3OC)cccn2c1N(C)C(=O)C(C)C	·	1%	·	35	2%	0%	4%	2%	-3
CCOc1ccc(-c2cc(NC(=O)c3ccc(C)cc3)c(C(=O)OC)s2)cc1	·	1%	·	·	·	28%	3%	·	-5
N#Cc1c(NC(=O)COC(=O)c2nccnc2N)sc2c1CCCC2	-5%	1%	5%	10	0%	25%	1%	1%	2
Cc1ccc2c(c1)CCCN2C(=O)c1ccoc1C	12%	?	4%	16	?	-7%	-26%	22µM*	-19
CCOC(=O)[C@]12CCC=C1N(Cc1ccco1)C(=O)[C@H](CC(=O)N1CCN(C(=O)C3CC3)CC1)C2	·	21%	·	13	17%	17%	0%	12%	3
CC(=O)c1c(C(C)=O)c(C)n(C(c2ccccc2)c2ccccc2)c1C	-11%	-2%	1%	-5	-1%	-7%	1%	-3%	-8
Cc1cc(C)cc(Oc2coc3c(CN(C)C)c(O)ccc3c2=O)c1	-2%	-13%	4%	11	0%	9%	-1%	0%	4
COc1ccc(NCc2ccc3c(c2)OCO3)cc1Cl	2%	-2%	2%	-93*	1%[9.24 µM]	-4%	70%[activator]	-24%	-15
CCOC(=O)C1(Cc2cccc(F)c2)CCN(C(=O)c2ccoc2C)CC1	-5%	8%	2%	-20	4%	-4%	-11%	-4%	-5
CC(Oc1ccc(Cl)cc1C(N)=O)C(=O)N1CCc2ccccc21 (stereo not given)	-5%	0%	6%	-13	4%	-1%	-1%	4%	-5
CC(=O)c1cccc(Nc2cc(C)nc3ccc(C)cc23)c1	3%[9.22 µM]	?	-31%	-6	?	?	?	18µM*	-6
Cc1ccc(S(=O)(=O)Nc2ccc(C(=O)NC3CC3)cc2)cc1	-7%	11%	-2%	1	0%	-5%	-5%	18%	0
CCCCOc1ccc(CONS(=O)(=O)c2ccc(NC(C)=O)cc2)cc1Cl	-1%	15µM*	21µM*	-103*	-6%	-4%	?	-6%	3
COc1cc(OC)cc(C(=O)NCC(=O)NCCN2C(=O)S/C(=C\c3ccc4c(c3)OCO4)C2=O)c1	-20%	-10%	3%	-54*	-2%	-4%	3%	0%	-26
COCC1CCN(C(=O)c2cc(COc3ccc(F)cc3Cl)on2)C1 (stereo not given)	·	-32%	·	-11	7%	0%	-15%	6%	6
Clc1ccc(-c2ccc(C=Nc3ccc(N4CCOCC4)cc3)o2)c(Cl)c1	0%	12%	11%	31	13%	-2%	-13%	1%	-3
Cc1ccc(C(=O)NCCNS(=O)(=O)c2ccccc2)cc1	-5%	-2%	-5%	0	10%	11%	0%	5%	-2
Cc1ccc(N2CC(C(=O)Oc3cccc(N4C(=O)CCC4=O)c3)CC2=O)cc1 (stereo not given)	1%	5%	-1%	2	1%	8%	10%	5%	-3
N#CCSC1=Nc2ccccc2C2=NC(CCC(=O)N3CCN(c4ccccc4)CC3)C(=O)N12 (stereo not given)	-6%	-2%	1%	-15	-4%	12%	-2%	-7%	0
COc1ccc(C(=O)NC(=S)Nc2ccc(N3CCN(C(C)=O)CC3)cc2)cc1[N+](=O)[O-]	-2%	-3%	9%	-1	3%	-7%	15%	14%	0
Cc1nn(CC(=O)Nc2ccc(C#N)cc2)c(C)c1[N+](=O)[O-]	-6%	-20%	0%	20	-4%	-2%	5%	26%	-5
CC(C)Sc1nc2c(cnn2-c2ccc(F)cc2)c(=O)[nH]1	-4%	6%	12%	-23	1%	-1%	-1%	0%	5

Random excerpt: two compounds from above
SMILES	SW480 rereplic	KB-V1 MDR tox	MCF10A rereplic	IL1B secr inh	HT1080 IDH1KD tx	KB-3-1 tox	GLP1R cytotox	HT1080-NT tox	D3 ag
CC(C)Sc1nc2c(cnn2-c2ccc(F)cc2)c(=O)[nH]1	-4%	6%	12%	-23	1%	-1%	-1%	0%	5
N#Cc1c(NC(=O)COC(=O)c2nccnc2N)sc2c1CCCC2	-5%	1%	5%	10	0%	25%	1%	1%	2

Next section:
SMILES	SW480 rereplic	KB-V1 MDR tox	MCF10A rereplic	IL1B secr inh	HT1080 IDH1KD tx	KB-3-1 tox	GLP1R cytotox	HT1080-NT tox	D3 ag
O=C(Nc1ccc(F)c(Cl)c1)C1CCCN(S(=O)(=O)c2cccc3nsnc23)C1 (stereo not given)	·	-27%	·	·	·	5%	-23%	·	-13
CCCCCCCCN1C(=O)[C@H](CC(=O)N2CCN(C(=O)C3CC3)CC2)C[C@@]2(C(=O)OCC)CCCC=C12	·	-42%	·	-66*	?	13%	-9%	?	0
CN(Cc1ccccc1Cl)C(=O)CNC(=O)C12CC3CC(CC(C3)C1)C2	-26%	0%	11%	4	4%	21%	-2%	0%[9.24 µM]	1
Clc1ccc2c(c1)C(c1cccs1)=NNC(c1cccnc1)=N2	-5%	-20%	-187%[0.0737 µM]	-28	3%	-6%	-15%	6%	-2
COC(=O)c1ccc(C)c(NC(=O)CCSc2ccc(C)cc2)c1	-2%	?	6%	-23	21%	-17%	-5%	15%	2
O=C(Nc1ccnn1C1CCN(C2CCCC2)CC1)c1ccccc1	-15%	-2%	1%	i	15%	3%	-1%	6%	0
O=C(CCc1ccccc1)Nc1cc(S(=O)(=O)N2CCOCC2)ccc1N1CCCC1	0%	13%	9%	-7	-5%	12%	-3%	-7%	-6
COC(=O)[C@H](Cc1ccccc1)NC(=O)N1Cc2ccccc2C[C@H]1C(=O)OC	?	-12%	-7%	-7	-2%	-1%	20%	1%	3
O=C(Nc1nnc(COc2ccccc2)s1)c1ccco1	3%	-30%	1%	-4	-4%	-3%	18%	-1%	-3
CCOC(=O)[C@@H]1[C@H]2COc3cc(OC)ccc3[C@@H]2N2C(=O)N(c3cccc(Cl)c3)C(=O)[C@]12C	1%	9%	-22%	-16	4%	0%	-11%	5%	-11
CN1c2ccccc2C2(C)CCCC3=Cc4cccc([N+](=O)[O-])c4OC312 (stereo not given)	-72%[inhibitor]	?	?	-2	-19%	?	17%	-3%	-6
O=C(CCC1CCCCC1)NCc1cccnc1	-5%	-4%	-11%	20	14%	-2%	-10%	0%	-4
Cc1cccc(/C=C/C(=O)c2ccc([N+](=O)[O-])o2)c1	?	12%	12µM*	-100*	?	?	-20%	-20%	-6
O=C(CCc1ccccc1)Nc1nnc(-c2ccccn2)o1	-8%	-18%	-1%	2	-4%	-1%	21%	-3%	4
O=C(COC(=O)C1CCN(S(=O)(=O)c2cccs2)CC1)NCc1ccccc1	-15%	-16%	-13%	15	-2%	0%	2%	20%	-7
COc1ccc(C2CC2/C(C)=N/OC(=O)c2cccs2)cc1 (stereo not given)	-11%	0%	4%	-1	0%	2%	23%	-2%	-4
O=C(CNC(=O)c1cc(Cl)cc([N+](=O)[O-])c1)OCC(=O)N1CCCCC1	-2%	?	?	-74*	-8%	27%	7%	-1%	12
O=C(NC1CCCC1)c1cc2c(=O)n3ccccc3nc2s1	-6%	5%	-1%	-23	0%	-4%	94%[activator]	11%	7

An unsorted share of the library; 11% or so of the library scored in one or more.
